# Assay outcomes: PubChem, National Center for Advancing Translational Sciences (NCATS)
# BAZ2B block: qHTS Assay for Inhibitors of BAZ2B. Bromodomain adjacent to zinc finger domain protein 2B (Homo sapiens), Q9UIF8. AlphaScreen BAZ2B-H3K14Ac peptide displacement. Potency, µM (titrated, usually from 114 µM), for inactives: top-dose activity change, negative = inhibition, most hits filed as inhibitors. 360,000 compounds, 4.4% hits. AID 504333, 2011; further: on the % scale 0 is the no-effect control and ±100 the full control effect; nearly all actives have a fitted effect of over 60% in size
#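 Complex of BAZ2B and biotin-H3K14Ac (50 nM apiece) forms over 30 min at RT, then faces library compounds up to 110 uM for another 30 min; AlphaScreen beads added, 20 min dark incubation, luminescence read.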
# APEX1 inh: qHTS Assay for Inhibitors of the Human Apurinic/apyrimidinic Endonuclease 1 (APE1). recombinant APE1, TAMRA/BHQ-2 abasic DNA cleavage fluorescence. 350,000 compounds, 0.35% hits. DNA repair nuclease/redox regulator APEX1 (Homo sapiens), P27695. Potency, µM (doses to about 65.8 µM), inactives show top-dose activity change, negative = inhibition, hits mostly inhibitors;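 further: plate controls were vehicle for no effect and reference inhibitor for full effect; nearly all actives have a fitted effect of over 55% in size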
# Target sequence (P27695 whole entry, looked up): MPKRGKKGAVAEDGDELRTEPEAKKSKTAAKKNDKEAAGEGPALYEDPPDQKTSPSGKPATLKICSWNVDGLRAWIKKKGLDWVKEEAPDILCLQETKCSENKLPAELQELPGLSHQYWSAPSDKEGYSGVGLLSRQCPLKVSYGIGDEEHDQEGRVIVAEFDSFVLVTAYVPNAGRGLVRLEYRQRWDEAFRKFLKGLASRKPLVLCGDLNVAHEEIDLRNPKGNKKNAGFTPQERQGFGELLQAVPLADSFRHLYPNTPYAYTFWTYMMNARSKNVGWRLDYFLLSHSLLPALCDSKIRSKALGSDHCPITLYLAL
#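 APE1 at 0.75 nM final was preincubated with compound 15 min at room temperature, then 50 nM double-stranded THF abasic-site substrate (5'-TAMRA/3'-BHQ-2) was added. Fluorescence (ex 525/em 598 nm) was read kinetically; third-minus-first read gave activity.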
# BLM inh: qHTS Assay for Inhibitors of Bloom's syndrome helicase (BLM) | RecQ-like DNA helicase BLM (Homo sapiens), P54132 | recombinant BLM DNA unwinding, fluorescence dequenching | Potency, µM (top dose mostly 56.1 µM), for the others: top-dose activity change, negative = inhibition, usual class: inhibitors | 350,000 compounds, 0.2% hits | AID 2528, 2010;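 further: plate controls were vehicle for no effect and no enzyme for full effect; nearly all actives have a fitted effect of over 35% in size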
# Pol kappa inh: qHTS for Inhibitors of Polymerase Kappa; 400,000 compounds, 0.53% hits; Potency, µM (series often up to 107 µM), without a hit: at the highest dose activity, negative = inhibition, hits mostly inhibitors; purified Pol kappa, fluorescent DNA synthesis assay, 10 min; further: on the % scale 0 is the no-effect control and ±100 the full control effect
#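 Kinetic fluorescence screen: compound preincubated 15 min RT with 10 nM enzyme; 50 nM substrate (final) initiates; reads at 0/10 min.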
# POLI inh: qHTS for Inhibitors of Polymerase Iota; Pol iota fluorescent replication assay, 10 min; Potency, µM (top dose mostly 115 µM), for inactives: top-dose activity, negative = inhibition, actives largely listed as inhibitors; 390,000 compounds, 1% hits
# Target sequence (Q9UNA4 whole entry, looked up): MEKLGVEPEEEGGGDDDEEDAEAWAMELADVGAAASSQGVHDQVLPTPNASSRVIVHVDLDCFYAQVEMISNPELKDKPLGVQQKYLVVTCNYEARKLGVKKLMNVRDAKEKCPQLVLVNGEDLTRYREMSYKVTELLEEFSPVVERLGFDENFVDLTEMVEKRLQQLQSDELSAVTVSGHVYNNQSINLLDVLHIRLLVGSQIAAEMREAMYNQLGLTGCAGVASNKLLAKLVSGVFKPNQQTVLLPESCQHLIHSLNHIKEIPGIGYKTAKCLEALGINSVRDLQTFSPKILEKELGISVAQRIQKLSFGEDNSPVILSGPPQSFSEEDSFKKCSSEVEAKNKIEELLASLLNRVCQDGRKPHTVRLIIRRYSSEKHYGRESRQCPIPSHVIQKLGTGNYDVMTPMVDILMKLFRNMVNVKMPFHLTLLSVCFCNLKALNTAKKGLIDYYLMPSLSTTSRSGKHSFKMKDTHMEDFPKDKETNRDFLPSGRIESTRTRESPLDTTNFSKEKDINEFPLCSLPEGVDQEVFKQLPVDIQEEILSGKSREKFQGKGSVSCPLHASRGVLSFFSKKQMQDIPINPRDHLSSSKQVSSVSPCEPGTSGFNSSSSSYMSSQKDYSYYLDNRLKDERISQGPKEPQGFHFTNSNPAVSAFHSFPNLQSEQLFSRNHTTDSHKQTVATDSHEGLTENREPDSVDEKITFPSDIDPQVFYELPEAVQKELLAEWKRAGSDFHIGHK
#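 Fluorescent replication assay read twice, at 0 min and 10 min after adding 50 nM (final) substrate. Enzyme (10 nM) and compounds were first incubated 15 min at room temperature; enzyme-free buffer wells were negative controls.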
# JMJD2A Tudor: qHTS Assay for Inhibitors of JMJD2A-Tudor Domain; AlphaScreen JMJD2A-Tudor / H3K4me3 peptide binding; Potency, µM (series often up to 114 µM), for inactives: at the top dose activity change, negative = inhibition, most hits filed as inhibitors; 390,000 compounds, 4.4% hits; AID 504339, 2011; further: on the % scale 0 is the no-effect control and ±100 the full control effect; nearly all actives have a fitted effect of over 50% in size
# G9a inh: qHTS Assay for Inhibitors of Histone Lysine Methyltransferase G9a; 350,000 compounds, 8.8% hits; AID 504332, 2011; G9a H3K9 monomethylation, AlphaScreen, 2 h; Potency, µM (highest dose often 102 µM), for inactives: at the top dose activity, negative = inhibition, hits mostly inhibitors; further: on the % scale 0 is the no-effect control and ±100 the full control effect; nearly all actives have a fitted effect of over 75% in size
#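 G9a (20 nM) preincubated 15 min RT with compounds, then 500 nM biotinylated H3K9 peptide and 20 uM SAM added; 2 h RT reaction. Monomethyl-H3K9 product detected by AlphaScreen with anti-H3K9me1 antibody, streptavidin donor and anti-rabbit IgG acceptor beads.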
# POLB inh: qHTS Assay for Inhibitors of DNA Polymerase Beta; P06746; Pol beta primer extension/strand displacement, fluorescence kinetic; Potency, µM (doses to about 114 µM), without a hit: top-dose activity change, negative = inhibition, usual class: inhibitors; 340,000 compounds, 1.3% hits; AID 485314, 2010; further: on the % scale 0 is the no-effect control and ±100 the full control effect
#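 Homogeneous kinetic assay of primer extension and strand displacement by 10 nM Pol beta, preincubated 15 min at room temperature with compound before 50 nM substrate (final) was added. Read at 0 and 10 min; four-parameter Hill fit.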
# Pol eta inh: qHTS for Inhibitors of Polymerase Eta; DNA polymerase eta (Homo sapiens), Q9Y253; recombinant Pol eta, fluorescent DNA replication assay; Potency, µM (titrated, usually from 114 µM), for the others: at the top dose activity change, negative = inhibition, most hits filed as inhibitors; 390,000 compounds, 1.2% hits; AID 588591, 2011; further: on the % scale 0 is the no-effect control and ±100 the full control effect
#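 Fluorescent replication assay: 50 nM final substrate added after a 15 min room-temperature compound preincubation with 10 nM enzyme. Signal taken at 0 min and again at 10 min.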
# Numbers without * were called inactive; ? = inconclusive; · = not tested or not shown; [ ] = dose if it differs, or a comment. The call rests on the fitted dose curve; in most records, active means well fitted curve in the direction sought with a large enough effect; inconclusive means small, poorly fitted or top-dose-only effect, or another doubt; inactive means no such curve, though single readings can be large; an effect the other way counts as inactive or inconclusive. Potency means the concentration at half of the fitted maximal effect.
item	Structure	G9a inh	Pol eta inh	POLI inh	BAZ2B block	JMJD2A Tudor	Pol kappa inh	POLB inh	BLM inh	APEX1 inh
1	CCOc1ccc(NC(=O)CCNS(=O)(=O)c2ccc3c(c2)CCCC(=O)N3)cc1	-9.6%[59 µM]	1.7%	-5.7%	3.6%[57.1 µM]	-12.3%	-23.9%	0.7%	1.7%	·
2	CCOC(=O)N1CCN(c2nc(-c3cccc(OC)c3)cc(C(F)(F)F)n2)CC1	·	-1.1%	10.9%	59.1%[activator]	42.9%[activator]	-6.9%	-1.0%	-4.0%	-1.0%
3	COc1ccc2nc(SC(C)C(=O)NCC(=O)Nc3ccc(F)c(F)c3F)[nH]c2c1 (stereo not given)	50.1µM*	-15.9%	23.5%	9.4%	-13.1%	-0.8%	·	·	2.3%
4	O=C(CC1C(=O)NCCN1Cc1ccc(F)cc1)NCCCn1cccn1 (stereo not given)	12.4%	-4.2%	6.0%	-12.5%	-0.7%	0.8%	0.5%	-1.8%	0.1%
5	Clc1ccccc1Nc1c2c(nc3ncnn13)CCC2	-34.5%[59 µM]	1.5%	11.2%[58.9 µM]	1.4%	3.3%	-5.5%	33.9%	-2.0%	-1.8%
6	CCOC(=O)Cc1csc(NC(=O)CSc2nccn2C)n1	·	9.9%	-1.7%	-2.1%	-17.3%	-17.3%	3.5%	1.2%	6.4%
7	CCOC(=O)c1cc(-c2nnc(-c3cc(OC)c(OC)c(OC)c3)o2)c(C)nc1C	·	-6.0%	12.6%	·	-8.9%[11.4 µM]	-1.7%	·	·	·
8	CCCN(CCC)C(=O)CSc1nc2ccccc2c(=O)n1CC1COc2ccccc2O1 (stereo not given)	95.7%[activator][59 µM]	-10.9%	11.6%	-5.1%	-15.7%	-16.3%	21.2%	-3.5%	-4.4%
9	COc1ccccc1Nc1ccc(C(=O)O)cc1[N+](=O)[O-]	?	-16.6%	-9.8%	-33.9%	-28.4%	12.6%	2.5%	-0.9%	23.3%
10	CCN(CC)c1ccc(S(=O)(=O)N2CCOCC2)cc1NC(=O)CN1CCc2ccccc2C1	?	?	80.8%[activator]	-31.8%	-19.1%	-0.8%	-0.2%	-5.6%	1.2%
11	Cc1ccc2[nH]c(=O)c(CNS(=O)(=O)c3ccccc3)c(-c3ccccc3)c2c1	6.3%[59 µM]	-7.9%	5.3%	10.3%	-5.1%	-4.1%	-6.4%	4.7%	14.4%
12	CCOC(=O)C1(Cc2cccc(F)c2)CCN(CC2CC2)CC1	·	0.8%	14.2%	-9.2%	-22.0%	0.1%	19.2%	3.8%	0.1%
13	COc1ccccc1N1CCN(C(=O)c2c(-c3ccccc3Cl)noc2C)CC1	21.5%	-8.5%	0.2%	1.1%	-14.5%	-3.8%	0.3%	1.2%	-0.7%
14	Cc1cc(C)c2cc(CN(CCO)C(=O)NC3CCCCC3)c(=O)[nH]c2c1	·	-8.3%	39.0%[activator]	-10.2%	-8.8%	-2.0%	7.3%	-1.8%	4.3%
15	C=C(C)C(=O)NNc1ccccc1	11.2µM*	-8.8%	1.5%	-4.9%	-4.9%	-6.9%	2.1%	-3.3%	0.1%
16	CCCOc1ccc(N2C(=O)CC(N(CCc3ccc(OC)cc3)C(=O)c3ccccc3)C2=O)cc1 (stereo not given)	·	-26.1%	180.3%[activator]	-4.7%	-12.2%	-11.8%	16.8%	-14.5%	2.2%
17	COc1ccc(OC)c(C2=NS(=O)(=O)N(C)C(C(=O)NCc3cccs3)=C2)c1	-2.1%	-2.7%	29.3%	-29.8%	22.4µM*	1.4%	0.9%	-7.4%	0.1%
18	COc1ccccc1C(C)NC(=O)C1CCN(S(=O)(=O)c2cccs2)CC1 (stereo not given)	-10.9%[2.33 µM]	-8.9%	37.0%[activator]	0.3%	1.7%	14.1%	·	·	-8.7%
19	COc1ccc(OC)c(C(=O)c2ccc(C(=O)c3cc(OC)ccc3OC)cc2)c1	28.5%[12.7 µM]	-15.5%	19.0%	-2.4%	-14.7%	-5.4%	5.9%	-1.2%	-0.4%
20	COc1ccc(-c2ccc(CNc3ccc4[nH]c(=O)[nH]c4c3)o2)cc1Cl	-10.7%[59 µM]	-14.4%	40.7%[activator]	-10.2%	-11.6%	-10.9%	1.0%	-3.7%	·
21	Cc1cc(C)c(NC(=O)CSc2nc(=O)n(CCN3CCOCC3)c3c2CCCC3)c(C)c1	1.3%[0.501 µM]	-15.5%	61.4%[activator]	-4.2%	-2.7%	-5.8%	·	·	22.4%
22	O=C(NCCCc1nc2ccccc2[nH]1)c1ccco1	0.3%	9.6%	18.6%	-14.1%	2.8%	-0.1%	11.3%	-1.5%	58.4%[activator]
23	COc1ccc(NC(=O)C2CC(c3c(F)cccc3Cl)=NO2)cc1OC (stereo not given)	-4.9%[0.501 µM]	89.1µM*	25.9%	0.8%	-14.6%	6.2%	5.0%	-6.8%	20.4%
24	Cc1cc(C)nc(NS(=O)(=O)c2ccc(NC(=O)CCN3C(=O)c4ccccc4C3=O)cc2)n1	20.8%[59 µM]	1.2%	10.0%	5.8%	-11.9%	-11.8%	21.5%	-0.2%	-8.7%
25	Cc1ccc(OCC(=O)NNC(=O)CCc2ccccc2)cc1	108.6%[activator][59 µM]	-1.7%	-0.5%	?	-10.6%	-3.7%	-4.1%	-3.1%	-5.7%
26	CCc1nc2ccccc2[nH]1	-4.6%[12.7 µM]	8.4%	?	-4.3%	-6.4%	-5.2%	-1.4%	1.8%	0.7%
27	COc1ccc(-n2c(=O)[nH]cc(C(=O)Nc3ccc4c(c3)OCCO4)c2=O)cc1	12.5%	5.5%	22.1%	-38.5%	-6.1%[57.1 µM]	-14.9%	-25.3%	-0.4%	-2.2%
28	CC1=C(C)C(=O)N(c2ccccn2)C1=O	9.2%	-12.8%	8.9%	2.8%	-14.0%	-1.0%	9.4%	0.9%	2.7%
29	CCOc1ccc2nc(N(Cc3cccnc3)C(=O)c3ccco3)sc2c1	-0.6%[59 µM]	-8.1%	10.5%	-8.6%	-4.5%	-13.3%[60.1 µM]	-11.1%	-4.6%	·
30	Cc1cc([N+](=O)[O-])ccc1NC(=O)c1ccc(NC(=O)C(C)C)cc1	-4.2%	-7.7%	24.9%	-21.6%	-2.8%	-3.8%	18.3%	-4.4%	6.0%
31	CC(C)=N/N=C(\c1cccc([N+](=O)[O-])c1)C12CN3CN(CN(C3)C1)C2	-0.7%[59 µM]	-23.3%	23.6%	7.7%	-22.6%	-3.2%	-10.8%	3.3%	-13.6%
32	Cc1cc(-c2nnc(-c3cc4ccccc4oc3=O)o2)c(C)n1-c1ccccc1	3.1%[59 µM]	-16.1%	?	-13.0%	-32.8%	-7.3%	0.3%	-4.8%	2.0%
33	CCOC(=O)Nc1ccc2c(CN3CCN(S(=O)(=O)c4ccc(C(C)C)cc4)CC3)cc(=O)oc2c1	21.6%[12.7 µM]	-16.2%	16.6%	9.3%	-1.7%	3.2%	·	·	-8.1%
34	Cc1c(-c2ccc(Br)cc2)[n+](=O)c2c(n1[O-])CCCC2	-3.0%	-10.6%	-6.2%	-23.3%	-12.0%	-9.7%	-0.8%	-2.4%	-0.8%
35	COc1ccc(C(=O)NC(C(=O)NCC2CCCO2)C(C)C)cc1 (stereo not given)	21.3%	-16.7%	94.7%[activator]	1.3%	1.4%	-10.0%	23.0%	-5.5%	-5.2%
36	Cc1ccc(SC(C)C(=O)Nc2ccccc2C(=O)N2CCOCC2)cc1 (stereo not given)	26.8%[2.33 µM]	-16.7%	-5.8%	5.7%	-7.3%	9.2%	10.5%	0.7%	-2.3%
37	CC(C)c1ccc(N(CC(=O)NCC2CCCO2)C(=O)Cn2nnc(-c3cccs3)n2)cc1 (stereo not given)	·	-19.6%	-0.2%	0.0%	0.3%	-4.3%	0.0%	-4.4%	16.5%
38	COc1ccc(S(=O)(=O)Nc2ccc(S(=O)(=O)N3CCOCC3)cc2)cc1	-6.3%	4.4%	3.9%	-2.9%	-19.8%[57.1 µM]	-14.1%	2.0%	2.6%	?
39	O=S(=O)(c1cccs1)N1CCC2(CC1)OCCO2	2.6%	-5.2%	32.8%[activator]	-24.0%	-1.4%	-4.1%	31.8%	-0.4%	11.7%
40	COc1ccc(-c2csc(NC(=O)c3ccc(N4C(=O)CCC4=O)cc3)n2)cc1	-6.5%	-21.8%	19.3%	-16.5%	-17.5%	-7.6%	15.6%	-3.0%	-3.8%
41	COC(=O)C1CCN(c2cc(=O)n(C3CCCCC3)c(=O)[nH]2)CC1	17.9%	-14.9%	-0.4%	6.1%	2.2%	4.8%	0.9%	-2.4%	-2.0%
42	COc1ccc(Cn2c(=O)[nH]c3cc(C(=O)NCCCOC(C)C)ccc3c2=O)cc1	1.9%	-2.2%	18.9%	-0.9%	0.0%	-22.8%	0.0%	7.4%	-6.6%
43	Cc1occc1C(=O)Nc1cccc(Cl)c1Cl	·	-23.1%	10.7%	-7.4%	-14.1%	-22.0%	-12.9%	-5.3%	-9.0%

# Single records, from the list above. Order of values: G9a inh	Pol eta inh	POLI inh	BAZ2B block	JMJD2A Tudor	Pol kappa inh	POLB inh	BLM inh	APEX1 inh
# Entry for `CCOc1ccc(NC(=O)CCNS(=O)(=O)c2ccc3c(c2)CCCC(=O)N3)cc1` → -9.6%[59 µM]	1.7%	-5.7%	3.6%[57.1 µM]	-12.3%	-23.9%	0.7%	1.7%	·
# Entry for `COc1ccccc1N1CCN(C(=O)c2c(-c3ccccc3Cl)noc2C)CC1` → 21.5%	-8.5%	0.2%	1.1%	-14.5%	-3.8%	0.3%	1.2%	-0.7%
# Entry for `COc1ccc(-n2c(=O)[nH]cc(C(=O)Nc3ccc4c(c3)OCCO4)c2=O)cc1` → 12.5%	5.5%	22.1%	-38.5%	-6.1%[57.1 µM]	-14.9%	-25.3%	-0.4%	-2.2%

# Some of the compounds tested, so the mix of outcomes need not match the whole.
